S3 lipid droplet: qHTS Assay for Lipid Storage Modulators in Drosophila S3 Cells; Drosophila S3 cells, BODIPY lipid droplet fluorescence, 18-24 h; cells fed with added oleic acid; lipid storage change, negative = inhibition, % at the top dose, mostly 46.1 µM; hits show Potency in µM; 0.64% of 320,000 active; active = well fitted inhibition curve with a large enough effect in the signal ratio, with a control signal flat, not every such curve was filed as active; inconclusive = small, poorly fitted or top-dose-only effect, or effect the other way, or a change in a side signal; the % refers to the signal ratio
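Drosophila S3 cells got compounds at several concentrations plus oleic acid (400 uM solution). Laser-scanning cytometry with 488 nm excitation read lipid droplets at 500-530 nm and cells at 575-640 nm. Percent activity was relative to 20 uM Triacsin C.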
S3 lipid droplet cell count max: also measured in S3 lipid droplet; calls as there; cell number change, %; measured here: cell count max response;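 cells counted by Cell Tracker Red CMTPX staining in the red channel; peak over a dose series mostly up to 46.1 µM; percent activity relative to internal control wells on each plate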
An asterisk follows results filed as active; i = inactive; ? = inconclusive; / = no result given; [ ] = another dose, or the depositor's remark. % is set by controls: 0 for no effect and ±100 for the full control effect; potency is the fitted concentration of half-maximal effect. Not all compounds are listed, so the mix of outcomes need not match the whole.

Values run as follows: S3 lipid droplet | S3 lipid droplet cell count max
CN1CSC2=C(C#N)C(c3cccc(OCc4ccccc4)c3)CC(=O)N2C1 (stereo unspecified)
  17%[9.22 µM] | 7
Cc1[nH]c(C)c(C(=O)/C=C/c2ccc([N+](=O)[O-])cc2)c1C
  ? | /
COc1ccc(CN2CCNC(=O)C2CC(=O)NCC2CCOCC2)c(C)c1C (stereo unspecified)
  ? | /
CCOC(=O)CN1C(=O)S/C(=C/c2ccc(OC)c([N+](=O)[O-])c2)C1=O
  9% | 18
COc1ccc(C(=O)N(CN2CCCC2=O)c2ccc(C)cc2)cc1
  -28% | -10
CC(C)CNS(=O)(=O)c1ccc(CCC(=O)Nc2ccc3c(c2)OCO3)cc1
  ? | /
COc1ccc(C)cc1S(=O)(=O)N(C)CC(=O)N1CCCCCC1
  ? | /
O=C(NCc1ccccc1)c1c(O)c2ccccc2[nH]c1=O
  ? | /
Cc1cc(C)cc(NC(=O)C(OC(=O)c2cc[n+]([O-])cc2)c2ccccc2)c1 (stereo unspecified)
  i | 11
CC(=O)c1ccc(N2CCC(C(=O)O)CC2)cc1
  ? | /
Cc1ccc(S(=O)(=O)N2CCCCC2)cc1NC(=O)Nc1ccc(Cl)cc1Cl
  ? | /
Cc1ccc2c(c1)N(C(=O)CCC(=O)NC1CCCCCC1)CC(C)O2 (stereo unspecified)
  ? | /
COc1ccc(OCC(=O)Nc2ccccc2C(=O)Nc2ccc(C(=O)O)cc2)cc1
  ? | /
CCCOc1ccc(/C(O)=C2/C(=O)C(=O)N(CCN(C)C)C2c2ccc(OC)c(OC)c2)cc1 (stereo unspecified)
  ? | /
COc1ccc(NC2CCCN(Cc3cccc4cnccc34)C2)cc1 (stereo unspecified)
  i | 16
Cn1c(CC(=O)NN)c(Sc2ccccc2)c2ccccc21
  i | 18
COc1ccc(NC(=S)NCC2CCCO2)c(C)c1 (stereo unspecified)
  6% | -8
O=C(/C=C/c1ccccc1)NCCSCc1ccccc1
  ? | /
O=C1C(=O)N(CCN2CCOCC2)C(c2ccncc2)/C1=C(/O)c1ccc2c(c1)OCO2 (stereo unspecified)
  ? | /
Cn1c(/C=N/n2cnnc2)nc2ccccc21
  ? | /
CC1=C(CC/C(C)=N/NC(N)=S)C(C)(C)CCC1
  ? | /
CCCN1CCN(c2ccc([N+](=O)[O-])cc2C#N)CC1
  ? | /
Cn1ccnc1C(O)c1ccccc1 (stereo unspecified)
  0% | 15
CCCCOc1ccc(/C=C/C(=O)OCC(=O)NC(=O)NCC(C)C)cc1OCC
  3% | -5
CC(=O)c1cccc(NC(=O)CN2CCc3cc4c(cc3C2C)OCCCO4)c1 (stereo unspecified)
  ? | /
Cc1sc2ncnc(SCC(=O)NC(=O)c3cccn3C)c2c1C
  6% | 5
CN1CCC(N(C)C(=O)c2ccccc2F)CC1
  ? | /
N#Cc1ccccc1Sc1ccccc1C(=O)OCC(=O)N1CCN(C(=O)c2ccco2)CC1
  ? | /
CC(C)[C@@H]1NC(=O)c2cc([N+](=O)[O-])cc(I)c2NCCCC[C@@H](C(=O)NC(CC(=O)O)C(N)=O)NC(=O)[C@H](CO)NC1=O (stereo partly specified)
  0% | -6
CC(=O)c1cc(-c2ccccc2)n(CC(=O)N2CCN(C3CCCC3)CC2)c1C
  i | /
CCN(CC)c1ccc(NC(=O)COc2ccc(N(C)S(=O)(=O)c3cccs3)cc2)cc1
  ? | /
CC(C)=CCC(C)(C)CNC(=O)NC1CCCCC1
  -5% | 1
CCC(C)n1c(=N)c(C#N)cc2c(=O)n3ccccc3nc21 (stereo unspecified)
  1% | 12
O=C(CSc1nnc(NC(=O)C2CC(=O)N(c3ccc(F)cc3)C2)s1)NC1CCCC1 (stereo unspecified)
  ? | /
CC(C)C(=O)N1CCC(c2nc(-c3ccc(S(=O)(=O)N4CCCC4)cc3)no2)CC1
  ? | /
COC(=O)c1ccc2c(=O)n(-c3ccccc3)c(=S)[nH]c2c1
  12% | 6
CCOC(=O)N1CCN(c2nc3c(C)cccn3c(=O)c2C=O)CC1
  7% | 16
CCc1ccc(CNc2ccc3c(c2)ncn3CC)cc1
  ? | /
CCOc1ccc(/C=C2/C(=N)N3OC(C)=CC3=NC2=O)cc1OC
  0% | 11
O=C1OCCC1Sc1nnc(-c2ccc(Br)cc2)o1 (stereo unspecified)
  6% | 8
CCS(=O)(=O)c1cc([N+](=O)[O-])c(Sc2ccccc2N)s1
  9% | 10
CC(=O)Nc1cccc(NC(=O)CSc2nnc(Cc3cccn3C)n2-c2ccc(F)cc2)c1
  ? | /
CC1(C)C(C=C(Cl)Cl)C1C(=O)N1CCN(Cc2ccccc2)CC1 (stereo unspecified)
  ? | /
CC(C)C(=O)Nc1c(C(=O)c2ccc(F)cc2)oc2ccccc12
  ? | /
CC(C)Cn1c(SC(C)C(=O)NC2CC2)nnc1-c1ccccc1F (stereo unspecified)
  ? | /
COCCN1CCN(c2cc(-c3ccccc3)nc3cc(-c4cccc(F)c4)nn23)CC1
  ? | /
O=C(NC(c1ccccc1)c1ccccc1)c1ccc(Br)o1
  ? | /
Cc1onc(-c2ccccc2)c1C(=O)Nc1ccc(-c2nnc3n2CCCCC3)cc1
  ? | /
CCOc1ccc(CCNC(=O)CN2C(=O)NC3(CCCc4ccccc43)C2=O)cc1OCC (stereo unspecified)
  ? | /
CSc1n[nH]c(NCc2ccc(C)cc2)n1
  6% | 3
COC(=O)c1ccc(COC(=O)CNS(=O)(=O)c2ccc(C)cc2)cc1
  2% | 0
COc1ccccc1N1CCN(C(c2cccs2)C(C)NC(=O)c2cccs2)CC1 (stereo unspecified)
  -3% | -8
CCOc1ccc(C(C)=O)cc1COc1ccc(-n2cnnn2)cc1
  ? | /
COc1ccc(CCNC(=O)c2oc3ccc(OC)cc3c2C)cc1
  ? | /
CCN1CCN(Cc2c(O)ccc3c2O/C(=C\C=C\c2ccccc2OC)C3=O)CC1
  -6% | -15
CC(=O)Nc1sc2c(c1C(c1ccccc1Cl)N1CCN(CCO)CC1)CCCC2 (stereo unspecified)
  ? | /
CCc1cc(-c2n[nH]c(=S)n2-c2ccccc2C)cs1
  ? | /
O=C(CCN1CCC(c2ccc(Cl)s2)=N1)c1ccc(Cl)s1
  ? | /
O=C(Nc1cccnc1)c1ccc2snnc2c1
  0% | 4
COc1ccc(S(=O)(=O)N2CCOC2CNC(=O)C(=O)NCC(C)C)cc1OC (stereo unspecified)
  i | -17

One compound at a time, as listed above. Order of screens: S3 lipid droplet, S3 lipid droplet cell count max
Results for CSc1n[nH]c(NCc2ccc(C)cc2)n1 : 6%, 3
Results for CCCN1CCN(c2ccc([N+](=O)[O-])cc2C#N)CC1 : ?, /
Results for Cc1onc(-c2ccccc2)c1C(=O)Nc1ccc(-c2nnc3n2CCCCC3)cc1 : ?, /
Results for O=C1C(=O)N(CCN2CCOCC2)C(c2ccncc2)/C1=C(/O)c1ccc2c(c1)OCO2 (stereo unspecified) : ?, /
Results for Cc1[nH]c(C)c(C(=O)/C=C/c2ccc([N+](=O)[O-])cc2)c1C : ?, /

The results go on:
Values run as follows: S3 lipid droplet | S3 lipid droplet cell count max
C=CCn1c(SCCC(=O)O)nc2c1c(=O)n(C)c(=O)n2C
  -9% | 0
CCOC(=O)c1c(-c2cccs2)csc1NC(=O)CN1CCOCC1
  ? | /
Cn1c(Cn2c(=O)sc3ccccc32)nnc1SCC(=O)N1CCOCC1
  -1% | 7
O=C(Nn1c(-c2ccncc2)nc2ccccc2c1=O)c1ccccc1Br
  ? | /
Cc1c(C(=O)N2CCC[C@H]2CO)oc2c(F)cccc12
  16% | 0
CCOC(=O)N1CCN(C(=O)CN(c2ccccc2)S(C)(=O)=O)CC1
  ? | /
CCOc1ccc(C(C)=O)cc1COc1ccc(-c2nnco2)cc1
  1.8µM* | /
CC1Cc2ccccc2N1C(=O)CN1CCCCC1 (stereo unspecified)
  ? | /
O=C(N/N=C/c1cn(-c2ccccc2)nc1-c1cccs1)c1ccccc1F
  ? | /
N/C(=N\S(=O)(=O)c1cc(C(F)(F)F)cc(C(F)(F)F)c1)c1ccccc1
  ? | /
FC(F)(F)c1ccc(CN2CCN(Cc3ccco3)CC2)cc1
  ? | /
CS(=O)(=O)c1ccc(C(=O)OC2CCOC2=O)cc1[N+](=O)[O-] (stereo unspecified)
  ? | /
CCCCn1c(N)c(N(CC(C)C)C(=O)CN2C(=O)c3ccccc3C2=O)c(=O)[nH]c1=O
  i[0.0737 µM] | -5
O=C(CSc1ccc(-c2ccc(F)cc2)nn1)N1CCCc2ccccc21
  -6% | -16
COc1ccc2c(c1OC)C(=O)N1N=C(c3ccc(O)cc3)CC21 (stereo unspecified)
  i | /
COc1cccc(/C=N/NC(=O)CNC(=O)c2ccco2)c1O
  -3% | 6
O=C(Nc1ccccc1C(=O)N1CCCC1)c1cccc(S(=O)(=O)N2CCCCC2)c1
  ? | /
CCOC(=O)C1CCN(S(=O)(=O)c2ccc(C(C)=O)cc2)CC1
  3% | -12
COc1ccc(CN2CCNC(=O)C2CC(=O)NCC2CCOCC2)cc1C (stereo unspecified)
  ? | /
Cc1cccnc1NC(=S)NC(=O)c1oc2ccccc2c1C
  i | 17
Cc1ccc(-n2c(SCC(=O)N3CCCc4ccccc43)nnc2-c2cccnc2)c(C)c1
  ? | /
CC1CC1c1ccc(/C=C(\C#N)C(=O)Nc2ccc(Cl)cc2)o1 (stereo unspecified)
  ? | /
O=[N+]([O-])c1ccccc1S(=O)(=O)NC1CC2CCC1C2 (stereo unspecified)
  ? | /
CC(Oc1ccc(Cl)cc1Cl)C(=O)NNC(=O)c1cccnc1 (stereo unspecified)
  i | 10
COc1cccc(NC(=O)C2CCCN2C(=O)Nc2ccccc2F)c1 (stereo unspecified)
  ? | /
COc1cc(NC(=O)c2ccccc2)c(OC)cc1NC(=O)Cc1ccc(F)cc1
  ? | /
CC(=O)C1C(c2cn(-c3ccccc3)nc2-c2cccs2)NC(=O)NC1(O)C(F)(F)F (stereo unspecified)
  -5% | /
O=C(Nc1ccc(Cl)c(Cl)c1)OCc1cccnc1
  ? | /
Cc1ccc(C(=O)NCC(=O)N2CCN(c3ncccn3)CC2)s1
  ? | /
CCOCCCNC(=O)c1cc2c(=O)n3cccc(C)c3nc2n1C
  ? | /

Looked up one by one from above:
Values run as follows: S3 lipid droplet | S3 lipid droplet cell count max
O=C(CSc1ccc(-c2ccc(F)cc2)nn1)N1CCCc2ccccc21
  -6% | -16
CCOC(=O)C1CCN(S(=O)(=O)c2ccc(C(C)=O)cc2)CC1
  3% | -12
FC(F)(F)c1ccc(CN2CCN(Cc3ccco3)CC2)cc1
  ? | /
CC(Oc1ccc(Cl)cc1Cl)C(=O)NNC(=O)c1cccnc1 (stereo unspecified)
  i | 10
C=CCn1c(SCCC(=O)O)nc2c1c(=O)n(C)c(=O)n2C
  -9% | 0
O=C(Nc1ccc(Cl)c(Cl)c1)OCc1cccnc1
  ? | /

Going on with the list.
Values run as follows: S3 lipid droplet | S3 lipid droplet cell count max
O=[N+]([O-])c1ccc(S(=O)(=O)N(CCCN2CCOCC2)Cc2cccs2)cc1
  0% | -5
CCOC(=O)c1cc2n(c1/N=C/N(C)C)-c1ccccc1C2=O
  ? | /
CCOC(=O)Cc1csc(SCC(=O)NC(C)C23CC4CC(CC(C4)C2)C3)n1 (stereo unspecified)
  1.6µM* | 5.4*
N#CC1=C(N)n2c(s/c(=C\c3ccco3)c2=O)=C(C#N)C1c1ccco1 (stereo unspecified)
  i | /
COC(=O)c1ccc(NC(=O)CCN2CCN(CCC(=O)Nc3ccc(C(=O)OC)cc3)CC2)cc1
  -3% | 1
COC(=O)C1=C(C)NC(=O)NC1c1ccc(OCC(=O)N2CCCCC2)cc1 (stereo unspecified)
  ? | /
Cc1ccc(NC(=O)CSc2nc(N)cc(N)n2)cc1S(=O)(=O)N1CCOCC1
  ? | /
CC12CCC(=O)N1C(C(=O)Nc1nc3ccc(Cl)cc3s1)CS2 (stereo unspecified)
  ? | /
Cc1ccc(C(=O)c2cc([N+](=O)[O-])ccc2N2CCOCC2)cc1
  ? | /
CC(=O)Nc1cccc(C(=O)/C=C/c2ccc(C)cc2)c1
  ? | /
Cc1ccc(C(=O)N/C(=C\c2cccc([N+](=O)[O-])c2)C(=O)NC(Cc2ccccc2)C(=O)O)cc1 (stereo unspecified)
  -24% | 15
CCCn1nnc(NC(=O)COc2ccc(CC)cc2)n1
  ? | /
COc1ccc(CC(=O)N2N=C(C)CC2(O)C(F)(F)F)cc1OC (stereo unspecified)
  -15% | 16
Cc1cc(C)nc(N2CCCC(C(=O)NC3CC3)C2)n1 (stereo unspecified)
  i | 0
COc1nnc(-c2ccc(C)c(S(=O)(=O)NC(C)(C)CO)c2)c2ccccc12
  ? | /
Cc1nc(-c2ccccc2)sc1-c1nc(-c2ccncc2)ncc1S(=O)(=O)c1ccccc1
  -6% | 13
CCc1nc2ccccc2nc1N1CCN(S(=O)(=O)c2c(C)cc(Cl)cc2C)CC1
  -8% | -14
Cn1nc(C(=O)NCc2ccc(F)cc2)c2ccccc2c1=O
  ? | /
Cn1cc(/C=C(\NC(=O)c2ccccc2Cl)C(=O)NCCN2CCOCC2)c2ccccc21
  ? | /
COc1ccc(C(=O)Nc2cccc(/C(C)=N/NC(=O)c3ccc([N+](=O)[O-])cc3)c2)cc1OC
  ? | /
O=C(CSc1nc(Cc2ccccc2)nc2ccccc12)Nc1nc2c(s1)CCCC2
  i | /
Nc1nonc1N/N=C\c1ccccc1
  ? | /

Compound activity (PubChem BioAssay)
